697 NFkB inh: lowers PMA/ionomycin-induced NF-kB signal in 697 B cells. 697 B-cell NF-kB luciferase reporter, 16 h. inhibition, % at 4 µM. hit rate 0.33% among 330,000; in the data active = inhibition above about 35%
APJ ag: agonists of human APJ apelin receptor | P35414 | CHO-K1 APJ PathHunter beta-arrestin, luminescence; 0% DMSO wells, 100% apelin | activation, % at 20 µM | hit rate 0.11% among 330,000 | AID 2520;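 active = activation more than six SD over the plate average, tested at 20 µM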;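 note: 0% = DMSO alone and 100% = apelin-13 at 10 nM; some results filed as inactive read as strong as hits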
Target sequence (P35414 whole entry, looked up): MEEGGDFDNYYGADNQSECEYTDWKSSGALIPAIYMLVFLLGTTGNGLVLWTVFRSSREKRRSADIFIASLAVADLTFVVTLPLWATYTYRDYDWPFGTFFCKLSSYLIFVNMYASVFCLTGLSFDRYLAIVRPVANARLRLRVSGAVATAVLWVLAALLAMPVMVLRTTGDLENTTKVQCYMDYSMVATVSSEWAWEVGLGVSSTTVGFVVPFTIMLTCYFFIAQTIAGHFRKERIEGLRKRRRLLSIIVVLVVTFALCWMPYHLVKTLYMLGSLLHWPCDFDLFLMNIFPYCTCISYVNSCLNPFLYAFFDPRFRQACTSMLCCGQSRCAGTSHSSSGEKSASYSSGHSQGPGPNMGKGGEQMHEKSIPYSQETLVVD
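assay system = CHO-K1 APJ beta-arrestin complementation cell line | input = cell density 1000 per well | dosing = compound 20 µM once, DMSO 1% | timing = compound 90 min 25 °C, reagent 1 h | measured by = luminescence from split beta-galactosidase complementation, Galacton Star/Emerald II substrate | read-out basis = APJ agonist activity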
CHOP UPR activ: apoptotic UPR (CHOP) activation; AID 449763; CHO-CHOP luciferase reporter, luminescence; percent of tunicamycin response over DMSO baseline; hit rate 0.34% among 330,000; activation, % at 10 µM;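 active = at 10 µM dose, activation of 40% or more, normalized to positive control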;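 note: 100% = tunicamycin at 10 µg/mL and 0% = DMSO alone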
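Test system: CHO-CHOP cells, stable luciferase reporter of PERK-eIF2a-CHOP signalling | Quantity: 500 CHO-CHOP cells per well | Buffer or medium: F12 plus 10% serum | Compound dosing: 10 µM single point, 0.5% DMSO | Schedule: 6 h compound treatment, 37 °C | Signal: Luciferase luminescence | Control set: Tunicamycin high control, DMSO low control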
UPR XBP1 act: adaptive UPR (XBP1) activation | CHO-XBP1 luciferase reporter, IRE1-XBP1 UPR activation, luminescence; percent of tunicamycin response, DMSO as zero | activation, % at 20 µM | hit rate 0.33% among 330,000;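 active = versus positive control, 20 µM dose yields 30% or more activation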;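 note: 100% = tunicamycin at 10 µg/mL and 0% = DMSO only wells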
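assay system = CHO-XBP1 luciferase reporter cells | amount = 1000 cells/well | buffer or medium = F12 plus 10% FBS | compound dosing = single point, 20 µM final compound, 1% DMSO | incubation = 16-18 h cell attachment at 37 °C, then 6 h compound exposure | detection = Steady-Glo luminescence read | controls = tunicamycin 10 µg/mL and vehicle-only wells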
Mdm2 MdmX PPI: disrupts the human Mdm2-MdmX interaction | hit rate 3% among 330,000 | O15151+Q00987 | SaOS-2 split-luciferase Mdm2/MdmX complementation, luminescence | inhibition, % at 8 µM;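 active = inhibition of at least 50% at 8 µM in the primary screen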
APJ antagonist: blocks the human apelin receptor APJ. CHO-K1 APJ beta-arrestin complementation, luminescence. inhibition, % at 20 µM. hit rate 0.32% among 330,000;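 active = inhibition above about 40% at 20 µM, limit read from the data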;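 note: cells challenged with 10 nM apelin-13 agonist together with compound; plate controls were apelin-13 plus DMSO wells for no effect and DMSO wells lacking apelin-13 for full effect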
tim23-1 inh: inhibits growth of tim23-1 mutant yeast; S. cerevisiae tim23-1 growth, BacTiter-Glo luminescence, 24 h; hit rate 1.3% among 330,000; AID 463212; inhibition, % at 20 µM;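 active = growth inhibition of the mutant yeast at or above 50%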;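 note: temperature-sensitive mutant grown at 25 °C; plate controls were DMSO-treated mutant yeast for no effect and medium wells lacking yeast for full effect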
Jurkat NFkB inh: inhibitors of the PMA/ionomycin-induced NF-kB reporter in Jurkat cells. PMA/ionomycin-induced NF-kB luciferase reporter, luminescence. inhibition, % at 4 µM. hit rate 0.53% among 330,000. AID 435003; in the data active = inhibition above about 50%
Starred values were filed as active, the others as inactive. This is a random part of the collection. Share with any hit: about 5%.

SMILES	697 NFkB inh	APJ ag	CHOP UPR activ	UPR XBP1 act	Mdm2 MdmX PPI	APJ antagonist	tim23-1 inh	Jurkat NFkB inh
COC(=O)C1=C(N)Oc2cc(C)n(CCCn3ccnc3)c(=O)c2C1c1cccc(Cl)c1 (centres undefined)	-2	-4	0.8	5	2	0	-3	15
CC1CCN(C(=O)CN(C)S(=O)(=O)c2cccc3nsnc23)CC1	9	7	1.0	2	24	2	16	-8
COc1ccc(C2N(c3cccc(Cl)c3)C(=O)C3CCCN32)cc1 (centres undefined)	12	-2	-1.8	4	5	-23	-11	-8
COc1ccc(-n2nc(C(=O)NCC(=O)N3CCC(C)CC3)c3ccccc3c2=O)cc1Cl	-62	-4	2.6	-3	20	1	33	-68
Cc1ccc(S(=O)(=O)N2CCOc3ccccc32)c(C)c1NS(C)(=O)=O	6	-1	-1.7	0	-7	-1	9	-6
C/C(=N\NC(=O)c1ccc(O)cc1)c1ccc(NC(=O)Cc2ccccc2)cc1	-10	-3	0.4	-5	-15	11	6	-20
CCC(=O)NC(c1cccs1)c1cc([N+](=O)[O-])c2cccnc2c1O (centres undefined)	-77	6	-1.3	-3	36	-17	28	22
O=C(NCC(c1ccc(F)cc1)N1CCOCC1)c1nn(-c2ccccc2)c(=O)c2ccccc12 (centres undefined)	-6	-4	-1.2	-1	-16	-5	32	-2
Cc1nn(CCCC(=O)NCCCN2CCN(C)CC2)c(=O)c2c1sc1ccccc12	-13	-3	-0.7	0	-2	15	7	9
CN1CCN(CC(O)COc2ccc(OCC(O)CN3CCN(C)CC3)cc2)CC1 (centres undefined)	-9	1	0.3	-2	22	8	8	-12
C/C(=N\N1C(C)CCCC1C)c1ccccc1O (centres undefined)	-10	-5	-1.0	-2	25	4	4	9
O=C1Nc2c(c(=O)[nH]c(=O)n2-c2ccccc2)C(C(F)(F)F)(C(F)(F)F)N1	7	-4	-2.5	0	20	15	-12	8
COCc1[nH][nH]c(=O)c1/C=N/N1CCOCC1	7	-1	1.3	3	-8	-8	-1	-2
Cn1c(=O)c2c(nc(SCC(=O)NCc3ccc4c(c3)OCO4)n2Cc2ccc(F)cc2)n(C)c1=O	15	2	-0.3	2	10	-5	12	19
O=C(Nc1ccc2[nH]ccc2c1)c1ccc(F)cc1	-157	3	-2.0	-7	-70	8	0	-85
Cc1cc(NC(=O)c2cccc(S(=O)(=O)N3CCC(C)CC3)c2)no1	2	2	2.0	-6	23	8	41	-1
O=C(NCCCN1CCCC1=O)c1ccc2c(=O)n(Cc3ccco3)c(=S)[nH]c2c1	12	-5	1.1	-3	2	15	-2	-3
COc1cc(S(=O)(=O)Nc2ccccc2)ccc1NC=O	4	-3	-1.0	1	12	-3	19	-4
Cc1ccc(-c2c(C(=O)N/N=C/c3c[nH]c4ccccc34)nnn2-c2nonc2N)cc1	17	5	0.6	-3	13	-8	12	16
Oc1ccccc1/C=N/Nc1nccnc1Cl	-72	3	-1.3	0	71*	-12	28	20
O=C(NC(=S)Nc1ccc(F)c([N+](=O)[O-])c1)c1ccccc1F	-15	-5	4.2	1	38	24	18	-15
CCOC(=O)NC(C)N1C(=O)C2C3C=CC(C3)C2C1=O (centres undefined)	8	-2	2.5	1	15	-30	3	-3
CC(C)OCC(O)CN1CCNCC1 (centres undefined)	8	-3	-2.4	-1	0	-7	3	-3
O=C1C2CC=CCC2C(=O)N1Cc1nnc(-c2ccccc2Br)o1 (centres undefined)	-7	-1	0.3	1	16	-1	13	0
CC(=O)Nc1ccnc(-c2cccnc2)n1	5	-3	-0.3	-1	-5	-3	-1	-17
SMILES	697 NFkB inh	APJ ag	CHOP UPR activ	UPR XBP1 act	Mdm2 MdmX PPI	APJ antagonist	tim23-1 inh	Jurkat NFkB inh
Nc1cc(=O)[nH]c(SCC(=O)c2ccc(F)cc2)n1	-3	0	3.3	-5	18	13	3	8
CCc1cc(C(c2ccccc2OC)N2CCOCC2)c(NC(=O)c2ccccc2)s1 (centres undefined)	-2	-6	-2.5	-2	27	7	37	10
CC(C)COc1ccc(C(=O)Nc2ccc(SC(F)F)cc2)cc1	-73	-3	4.7	4	-52	11	1	-52
N/C(Cc1ccc(Cl)cc1)=N\OC(=O)C1CCCCC1	-32	4	4.6	-1	15	-25	79*	-2
CSc1ccc(S(=O)(=O)Nc2ccc(NC(C)=O)cc2)cc1	8	0	-1.2	-2	29	-8	-8	19
O=C1C2=C(CCCC2)C(=O)N1CNc1ccccc1	20	-4	-0.3	1	19	22	5	18
Cc1ccc(C)c(OCCn2cc(/C=C(/C#N)C(=O)NCC3CCCO3)c3ccccc32)c1 (centres undefined)	-29	-1	1.5	-2	23	1	16	-3
CCOc1ccc(NS(=O)(=O)c2ccc(SC)cc2)cc1	-3	-2	-2.4	-5	-17	-12	35	-17
Cc1ccccc1CSCC(=O)Nc1ccccc1-c1ccccc1	-7	-1	0.0	-4	1	4	31	6
COc1ccc(NC(=O)CN(C)C(=O)CCCc2c[nH]c3ccccc23)cc1	1	-4	-1.2	-3	11	-10	0	-23
N#Cc1ccc(C2=CC(=O)C[C@H](c3ccc4c(c3)OCO4)C2)cc1	-13	-3	0.3	-3	12	5	45	38
CC1CN(C(=O)COC(=O)/C=C/c2cccc([N+](=O)[O-])c2)CC(C)O1 (centres undefined)	-4	1	1.0	2	12	-13	25	-14
CCCCCOC(=O)C1=C(C)NC(=O)NC1c1ccc2c(c1)OCO2 (centres undefined)	-2	1	0.7	-2	8	-2	0	16
Cc1cc(NC(=O)c2cnn3c(C(F)F)cc(-c4ccccc4)nc23)no1	11	-2	3.9	1	-4	16	-7	-11
CCCCC[C@H](O)/C=C/[C@@H]1[C@@H](C/C=C\CCCC(=O)OC)[C@@H](O)C[C@H]1O	-7	8	-0.1	-5	15	10	0	-8
N#Cc1ccc(C(=O)Nc2nnc(-c3ccco3)o2)cc1	9	-4	2.8	1	-6	2	19	-20
Cc1cc(N2CCN(Cc3ccccc3)CC2)n2nc(C)c(-c3ccccc3)c2n1	-44	-3	0.9	-1	-3	3	21	4
O=C(N/N=C/c1ccc(OC(=O)c2ccco2)cc1)c1ccc[n+]([O-])c1	5	-5	-1.6	2	-19	-25	5	8
O=C(Cn1cnc2c(nnn2Cc2ccc(F)cc2)c1=O)N1CCCc2ccccc21	-15	0	-0.9	-3	5	15	-6	-8
CC(C)c1cc(-c2cc(C(=O)NCc3ccccc3)on2)nc(NCC2CC2)n1	-2	5	-0.4	2	-13	-3	48	7
CCN(C(=O)c1ccc(Cl)cc1[N+](=O)[O-])c1ccccc1C	-21	-6	-1.1	0	-7	-28	30	-12
COC(=O)CN(n1cnnc1)S(=O)(=O)c1ccccc1Cl	-17	-1	1.2	0	18	-4	10	-3
CCc1sc(C(=O)Nc2ccccc2N2CCOCC2)cc1C	-3	-2	-1.2	5	11	0	44	3
O=C(Nc1ccccc1F)c1ccc2snnc2c1	18	-8	6.7	0	1	13	1	-25
CCOC(=O)C(NC(=O)Nc1ccc(F)cc1)(OCC)C(F)(F)F (centres undefined)	-6	-2	-1.1	6	-15	9	13	-4
SMILES	697 NFkB inh	APJ ag	CHOP UPR activ	UPR XBP1 act	Mdm2 MdmX PPI	APJ antagonist	tim23-1 inh	Jurkat NFkB inh
CCOC(=O)C1CCN(Cc2ccccc2C)CC1	0	2	-2.5	1	-9	13	6	-3
Cc1nnc(C)n1/N=C/c1ccccn1	0	-1	1.6	2	-31	2	18	-10
O=[N+]([O-])c1ccccc1/C=N/n1c(-c2cccnc2)n[nH]c1=S	8	2	-0.7	-2	-23	-31	7	-3
COc1ccc(CCNC(=O)c2cccc(-n3cnnn3)c2)cc1	7	1	-1.5	-4	1	6	3	-10
COc1ccccc1CNC(=O)[C@H](NC(=O)C1CCN(C(=O)[C@@H](N)CCSC)CC1)C(C)C	1	-3	-0.8	-1	16	8	0	-3
CC(C)C(=O)Nc1ccc(C(=O)Nc2nnc(C(C)C)s2)cc1	-66	-3	4.1	6	-24	-5	4	-21
CC(C)C(C)NC(=O)COC(=O)/C=C/c1ccc(S(=O)(=O)N2CCc3ccccc32)cc1 (centres undefined)	3	-3	-0.1	-4	6	2	6	11
COc1ccc(NC(C)=O)cc1NC(=O)CSc1nnc(-c2ccccc2)n1N	6	0	0.8	-1	25	2	2	4
COC(=O)c1c(-c2ccc(OC)cc2)sc2ccc(-c3ccc4c(c3)OCO4)cc12	-17	-4	-0.6	-2	10	17	-4	-5
Cc1cc2ncn(CCOc3ccccc3)c2cc1C	-50	-5	3.5	8	-90	-5	17	-29
O=C(CSc1nnc(SCC(=O)c2ccco2)s1)c1ccco1	-1	0	1.2	2	0	-23	29	-3
COc1cccc(C(=O)NNC(=O)C(=O)N2CCCCC2)c1	3	-4	0.8	-1	-12	26	6	-4
S=C(Nc1ccccc1)N1CCC(C2CCN(C(=S)Nc3ccccc3)CC2)CC1	-6	-3	0.6	-3	4	3	-5	-4
Cc1ccc(C(=O)C2CCOC(C)(C)C2)cc1 (centres undefined)	10	-3	-0.1	-2	0	8	5	-9

Among those listed so far, ten contain an aryl methoxy group:
SMILES	697 NFkB inh	APJ ag	CHOP UPR activ	UPR XBP1 act	Mdm2 MdmX PPI	APJ antagonist	tim23-1 inh	Jurkat NFkB inh
COc1ccc(C2N(c3cccc(Cl)c3)C(=O)C3CCCN32)cc1 (centres undefined)	12	-2	-1.8	4	5	-23	-11	-8
COc1ccc(-n2nc(C(=O)NCC(=O)N3CCC(C)CC3)c3ccccc3c2=O)cc1Cl	-62	-4	2.6	-3	20	1	33	-68
COc1cc(S(=O)(=O)Nc2ccccc2)ccc1NC=O	4	-3	-1.0	1	12	-3	19	-4
CCc1cc(C(c2ccccc2OC)N2CCOCC2)c(NC(=O)c2ccccc2)s1 (centres undefined)	-2	-6	-2.5	-2	27	7	37	10
COc1ccc(NC(=O)CN(C)C(=O)CCCc2c[nH]c3ccccc23)cc1	1	-4	-1.2	-3	11	-10	0	-23
COc1ccc(CCNC(=O)c2cccc(-n3cnnn3)c2)cc1	7	1	-1.5	-4	1	6	3	-10
COc1ccccc1CNC(=O)[C@H](NC(=O)C1CCN(C(=O)[C@@H](N)CCSC)CC1)C(C)C	1	-3	-0.8	-1	16	8	0	-3
COc1ccc(NC(C)=O)cc1NC(=O)CSc1nnc(-c2ccccc2)n1N	6	0	0.8	-1	25	2	2	4
COC(=O)c1c(-c2ccc(OC)cc2)sc2ccc(-c3ccc4c(c3)OCO4)cc12	-17	-4	-0.6	-2	10	17	-4	-5
COc1cccc(C(=O)NNC(=O)C(=O)N2CCCCC2)c1	3	-4	0.8	-1	-12	26	6	-4

High-throughput results as filed in PubChem.
